E coli growth = E. coli V3065 growth inhibition, primary screen, counter-screen for AddAB inhibitor project, absorbance, OD600 | 18 h | inhibition, % at 11.9 µM | hit rate 0.27% among 330,000;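 active = inhibition above the campaign's mean inhibition across all tested compounds plus 3 SD, cut at about 9.9% in these data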;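 also: uninfected addAB+ strain grown without phage in ampicillin broth; 0% = DMSO wells and 100% = ciprofloxacin 0.95 µg/ml wells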
phage Ecoli inh = growth loss of phage-infected E. coli, primary screen, RecBCD inhibitor project, absorbance, with phage, HTS. AID 651602, 2012. hit rate 0.26% among 360,000. inhibition, % at 11.9 µM; in the data active = inhibition above about 11%
Wnt act = Wnt/beta-catenin pathway activators, primary screen, cell-based, plate reader, single point; Wnt/beta-catenin reporter cell assay, activator; activation, % at 9.35 µM; hit rate 1.2% among 300,000; AID 743398, 2014; in the data active = activation above about 30%, passing the limit was not always enough; inconclusive = no clear call, values can overlap the other calls;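 also: 0% = neutral control wells and 100% = positive control wells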
CAL PDZ inh = CAL PDZ peptide-binding inhibitors, primary screen, biochemical, fluorescence polarization, Cer-tagged CAL PDZ, HTS | inhibition, % at 20 µM | purified CAL PDZ, TMR-peptide fluorescence polarization, 1 h | hit rate 0.02% among 330,000;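 active = highest replicate inhibition of at least 40%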;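 also: plate controls were DMSO neutral control wells for no effect and unlabeled competitor peptide control wells for full effect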
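Material – purified CerCALP PDZ construct · Detection – FP readout, S and P plane fluorescence · Measure – percent inhibition from loss of millipolarization · Controls – unlabelled peptide for full inhibition, DMSO wells as neutral · Probe or stimulus – TMR-labelled reporter peptide T*-PRC34 bound in PDZ groove · Times – 1 h at RT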
Tat transport = E. coli Tat export inhibitors, primary screen, MC4100, TorA-mCherry reporter, fluorescence, single point; hit rate 0.036% among 340,000; AID 488895, 2010; inhibition, % at 10 µM;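 active = mean replicate inhibition at least 50% and at least half of replicates individually reaching 50%; inconclusive = only one of the two criteria met; inactive = neither criterion met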;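 also: exported cargo escapes ClpAP degradation while cytoplasmic cargo is degraded and loses fluorescence; 0% = median of neutral control wells and 100% = median of NaSCN control wells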
DAGLB inh = DAGLB lipase inhibitors, primary screen, biochemical, fluorescence, HTS | HEK293T DAGLB membrane lysate, EnzChek fluorogenic substrate | inhibition, % at 5.17 µM | hit rate 0.059% among 340,000; in the data active = inhibition above about 34%;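 also: 0% = enzyme with vehicle and 100% = wells lacking enzyme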
Target sequence (Q8NCG7 whole entry, looked up): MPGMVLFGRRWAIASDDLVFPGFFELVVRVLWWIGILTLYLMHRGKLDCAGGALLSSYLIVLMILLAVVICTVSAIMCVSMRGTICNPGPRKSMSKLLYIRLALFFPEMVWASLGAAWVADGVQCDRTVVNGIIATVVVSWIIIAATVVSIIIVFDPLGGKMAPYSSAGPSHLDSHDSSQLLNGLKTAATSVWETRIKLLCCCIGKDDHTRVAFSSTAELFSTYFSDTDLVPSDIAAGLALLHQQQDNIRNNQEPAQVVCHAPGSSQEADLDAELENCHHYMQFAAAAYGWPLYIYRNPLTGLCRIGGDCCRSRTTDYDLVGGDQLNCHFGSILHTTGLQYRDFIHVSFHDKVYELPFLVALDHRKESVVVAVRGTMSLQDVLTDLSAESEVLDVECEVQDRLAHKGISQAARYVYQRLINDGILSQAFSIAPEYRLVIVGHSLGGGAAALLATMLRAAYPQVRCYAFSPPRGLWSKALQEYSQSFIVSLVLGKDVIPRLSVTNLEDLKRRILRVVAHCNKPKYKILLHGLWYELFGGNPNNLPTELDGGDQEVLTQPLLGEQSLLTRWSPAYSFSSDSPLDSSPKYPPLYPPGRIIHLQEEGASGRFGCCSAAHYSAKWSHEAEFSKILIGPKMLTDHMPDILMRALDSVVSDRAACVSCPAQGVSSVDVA
PfHsp90 set2 = growth inhibition of PfHsp90-expressing yeast, primary screen, antimalarial PfHsp90 inhibitor project, S. cerevisiae, BacTiter-Glo luminescence, single point, set 2 | hit rate 0.32% among 310,000 | inhibition, % at 9.4 µM | BacTiter-Glo ATP, 48 h; yeast lacking PDR1 and PDR3 efflux regulators;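 active = every replicate shows inhibition above about 80%, whatever the replicate mean, limit read from the data; inconclusive = mean inhibition reaches the set limit but some replicate falls short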;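 also: 0% = DMSO neutral controls and 100% = 20 µM radicicol positive controls; yeast relying on Plasmodium falciparum Hsp90 in place of its own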
AddAB inh = growth inhibition of E. coli expressing H. pylori AddAB, primary screen, AddAB inhibitor project, absorbance; inhibition, % at 11.9 µM; hit rate 0.29% among 330,000; in the data active = inhibition above about 12%;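 also: 0% = vehicle wells of infected cells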
PvdQ acylase = P. aeruginosa PvdQ acylase inhibitors, primary screen, biochemical, fluorescence, plate reader and imaging, single point | PvdQ acylase [Pseudomonas aeruginosa LESB58] | purified PvdQ acylase | inhibition, % at 10 µM | hit rate 0.063% among 340,000 | AID 488965, 2010; in the data active = inhibition above about 30%, passing the limit was not always enough; inconclusive = no clear call, values can overlap the other calls;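 also: 0% = vehicle neutral wells and 100% = reference inhibitor wells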
Rtt109 HAT inh = inhibitors of C. albicans Rtt109/Vps75 HAT, primary screen, biochemical, ThioGlo CoA-SH fluorescence, plate reader; Histone acetyltransferase RTT109 (Candida albicans (strain SC5314 / ATCC MYA-2876)), …; purified Rtt109/Vps75, 4 h; inhibition, % at 34.9 µM; hit rate 0.16% among 330,000;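 active = inhibition of at least 50% in every replicate; inconclusive = best replicate reaches 50% inhibition but some replicates fall short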
Target sequence (Q5AAJ8 whole entry, looked up): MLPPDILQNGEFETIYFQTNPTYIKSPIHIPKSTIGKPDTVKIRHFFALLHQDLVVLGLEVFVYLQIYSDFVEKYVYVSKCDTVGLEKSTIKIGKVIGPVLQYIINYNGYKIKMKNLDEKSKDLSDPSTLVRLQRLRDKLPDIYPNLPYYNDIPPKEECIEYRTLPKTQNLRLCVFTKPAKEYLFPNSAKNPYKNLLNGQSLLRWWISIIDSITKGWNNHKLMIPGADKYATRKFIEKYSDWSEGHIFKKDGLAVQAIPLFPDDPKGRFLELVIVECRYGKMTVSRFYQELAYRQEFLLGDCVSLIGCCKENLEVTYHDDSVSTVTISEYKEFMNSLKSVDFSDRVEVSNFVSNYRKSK
Active calls of the source: *; u = inconclusive; x = not tested or not shown.

SMILES	E coli growth	phage Ecoli inh	Wnt act	CAL PDZ inh	Tat transport	DAGLB inh	PfHsp90 set2	AddAB inh	PvdQ acylase	Rtt109 HAT inh
COc1ccc(C2Oc3ccccc3N2C(C)=O)cc1 (stereo not drawn)	1.8	4.2	x	-2.6	6	-1	-27	-0.8	1	5
C/C(Cl)=C/Cn1c(SCCN2CCOCC2)nc2c1c(=O)[nH]c(=O)n2C	1.1	0.4	x	-1.5	3	-2	2	3.1	-11	4
O=c1[nH]c(N/N=C\c2ccc3c(c2)OCO3)nc2ccccc12	2.0	5.1	-2	-2.9	4	3	28	4.7	-4	x
Cc1cc(C(=O)OCC(=O)Nc2cccnc2Cl)c2ccccc2n1	-2.9	-0.7	7	-3.9	-2	-2	-1	2.1	-6	-1
O=C(CCN1C(=O)S/C(=C\c2ccccc2)C1=O)NC1CCS(=O)(=O)C1 (stereo not drawn)	-0.5	-0.6	3	-1.2	-4	-1	-9	3.4	-10	11
Cc1onc(C(=O)NCCc2ccccc2)c1[N+](=O)[O-]	2.7	2.1	2	0.5	5	-4	-14	1.1	-12	0
CCOc1ccccc1Nc1nnc(SCC(=O)NCC2CCCO2)s1 (stereo not drawn)	-1.1	2.9	-2	0.2	3	0	x	-0.4	-2	0
O=C(NCc1ccco1)C(c1ccccc1F)N(Cc1cccnc1)C(=O)Cn1nnc2ccccc21 (stereo not drawn)	-3.2	0.7	x	-0.6	-13	-1	4	0.6	2	-1
Cc1c(N)cc2c(c1N)C(C)(C)CC2(C)C	x	0.9	2	-0.4	-9	0	11	x	2	4
COc1ccc(C(=O)OCC(=O)N(C)C2CCS(=O)(=O)C2)cc1S(=O)(=O)N1CCCc2ccccc21 (stereo not drawn)	1.3	2.0	-10	-3.0	-1	-2	5	-1.6	-3	12
CCOc1cc(NC(=O)c2cccs2)c(OCC)cc1NC(=O)c1cccnc1	0.4	0.5	-2	0.2	-4	1	-4	3.3	3	4
COc1cccc(-c2nc(CS(=O)(=O)CC(=O)Nc3cccc(C)c3C)c(C)o2)c1	-2.0	2.4	-5	-0.3	-9	0	-60	-3.0	-8	3
O=C(NC1CCc2ccccc21)C1CCN(S(=O)(=O)c2ccc(Cl)cc2)CC1 (stereo not drawn)	1.4	1.7	x	-0.6	-23	-1	18	2.1	-10	0
c1ccc2c(c1)OCC(c1csc3ncnc(N4CCCCC4)c13)O2 (stereo not drawn)	-4.2	1.1	-5	x	5	-6	-6	-1.4	-18	1
O=C(NCc1ccc(OC(F)(F)F)cc1)c1cccc2c1C(=O)c1ccc(N3CCCC3)cc1S2(=O)=O	-1.6	2.7	0	-2.9	-1	-2	7	2.0	8	-1
Cc1c(Cl)cnc(NC(=O)COC(=O)c2nn(C)c(=O)c3ccccc23)c1Cl	0.4	2.0	0	-0.8	-1	-1	19	1.9	8	21
COCCNC(=O)CN1C(=O)NC2(CCOc3ccccc32)C1=O (stereo not drawn)	-1.3	2.6	0	-2.2	3	1	23	-1.2	-17	-3
CN(C)S(=O)(=O)c1cccc(COC(=O)CN2C(=O)NC3(CCCC3)C2=O)c1	3.4	1.2	-1	-1.5	1	1	1	-0.3	-1	2
CC(C)(CSc1ncccn1)NS(=O)(=O)c1ccccc1	-1.8	1.4	0	0.1	-12	0	-13	-3.9	-12	-6
CCOC(=O)c1ccccc1NC(=O)COc1ccccc1	-3.2	2.1	x	-0.6	14	-18	-133	-1.9	2	3
CC1CCCCN1CCCNC(=O)C1CCN(c2nc3ccccc3o2)CC1 (stereo not drawn)	0.5	0.5	22	-0.9	4	1	-4	1.2	-13	3
O=C(Cn1nnc2c(cnn2-c2ccccc2)c1=O)N1CCN(c2ccccc2F)CC1	-1.9	1.6	x	-0.8	-1	-2	7	-1.3	-10	6
CCC1CCCCN1S(=O)(=O)c1ccc(NC(=O)C2CC(=O)N(C(C)(C)C)C2)cc1 (stereo not drawn)	x	1.4	33*	-0.4	-1	1	-22	x	-11	-1
COCCNc1nc(C)cc(-c2cc(C(=O)NC3CCCC3)on2)n1	-0.4	3.6	-2	-0.2	6	0	-14	-2.1	-8	8
O=C(O)[C@H](CO)Nc1ncnc2sc3c(c12)CCC3	-0.9	1.9	x	0.0	u	5	-12	1.4	-1	2

The list goes on.
SMILES	E coli growth	phage Ecoli inh	Wnt act	CAL PDZ inh	Tat transport	DAGLB inh	PfHsp90 set2	AddAB inh	PvdQ acylase	Rtt109 HAT inh
CN1C(=O)C(CC#N)(C2(CC#N)C(=O)N(C)c3ccccc32)c2ccccc21 (stereo not drawn)	x	2.1	-2	0.1	-16	-1	0	x	8	-2
O=C(Nc1cccc(Cl)c1Cl)C1CCCC1	0.3	5.8	1	-0.8	-4	-10	-10	-1.3	-1	-5
O=C(CCC1COc2ccccc2O1)Nc1ccc(Cl)cn1 (stereo not drawn)	0.6	3.6	x	-1.0	4	-7	-7	2.1	5	5
CCCCOc1ccc(C(=O)NCC(=O)NCCOc2ccccc2OC)cc1	-0.9	-1.6	0	-0.3	4	-1	-6	-0.3	-3	3
O=c1[nH]c(/C=C\c2cccc(Cl)c2)nc(O)c1[N+](=O)[O-]	-0.5	-1.6	0	-1.2	4	10	-21	0.2	-14	-7
CC(=O)Nc1cccc(Oc2nc(-c3ccccn3)nc3ccccc23)c1	-4.5	1.0	17	-1.2	-5	x	-12	-5.7	8	8
COc1ccc(C)cc1-n1nnnc1SCC(=O)Nc1cc(C)on1	-2.7	x	-3	0.2	-5	2	-8	0.6	-8	-4
CC1CCc2sc(C(=O)N/N=C/c3ccc([N+](=O)[O-])cc3)cc2C1 (stereo not drawn)	1.7	0.9	-2	-0.1	4	-1	-5	2.7	-6	-1
N#Cc1cc(Sc2ccccn2)c(Sc2ccccn2)cc1C#N	0.0	0.6	-3	0.4	0	-4	-10	-0.7	5	11
CCC(=O)N1c2ccccc2NC2=C(C(=O)CCC2)C1c1ccco1 (stereo not drawn)	0.2	5.8	-1	-1.7	-5	-2	5	1.0	-2	9
COc1cc(NC(C(=O)Nc2cccc(C(C)=O)c2)c2ccccc2)cc(OC)c1OC (stereo not drawn)	0.6	0.5	x	0.0	-2	3	9	2.1	1	11
C1CCc2c(nc3nnnn3c2NCC2CC2)C1	0.8	0.9	-2	-0.2	-1	-1	6	-2.5	3	-6
Cc1onc(-c2c(Cl)cccc2Cl)c1C(=O)NCc1cccs1	-1.6	0.5	-1	-2.9	2	-1	-4	2.9	-5	3
c1ccc2c(C[n+]3csc4ccccc43)cccc2c1	3.3	2.0	x	-1.4	-5	1	-10	2.5	1	5
Cc1cc(C)n(/N=C/c2ccco2)c(=O)c1C#N	1.6	2.0	x	-0.4	2	1	18	1.9	7	x
O=C(NC1CC1)c1ccc(CS(=O)c2ccccc2)o1 (stereo not drawn)	2.8	1.5	-2	-1.0	-13	-3	x	7.0	-23	-3
Cc1cc(OCCN2CCC(Cc3ccccc3)CC2)ccc1[N+](=O)[O-]	1.6	3.3	-1	-0.9	-11	-9	-46	1.2	1	-16
CC(C)NC(=O)CCNS(=O)(=O)c1ccc(Br)cc1	-3.5	1.9	x	-3.4	-1	0	x	0.5	-5	-1
CCOc1ccc(-n2c(COc3ccccc3)nnc2SCC(N)=O)cc1	2.8	0.3	3	-3.3	-1	1	x	-1.6	1	-5
CN(C)S(=O)(=O)c1cccc(NC(=O)COc2nc3ccccc3nc2N2CCOCC2)c1	1.1	3.4	-1	-0.9	-4	0	18	0.8	-11	-7
COc1ccc(S(=O)(=O)n2nc(OCc3cccs3)cc2N)cc1	-2.8	1.8	0	-0.7	-5	-2	7	2.1	5	-1
COc1ccc(CO/N=C/c2c(C)[nH]c(=O)[nH]c2=O)cc1	-1.5	0.6	x	0.5	9	-5	-19	0.7	-13	-3
COc1ccc(CNC(=O)CSc2nnc(C(F)(F)F)n2C)cc1	2.4	5.7	1	-1.1	-1	2	1	1.8	-5	-3
CN1CCCN(C(=O)c2ccccc2Cl)CC1	-1.0	1.4	-1	-4.2	3	-3	-11	3.3	1	6
Cc1cc(C(=O)OCC(=O)N2CC(=O)Nc3ccccc32)no1	3.4	3.6	-3	x	-7	1	-8	2.0	-10	-8

Four compounds from above with just CAL PDZ inh:
Molecule	CAL PDZ inh
Cc1cc(OCCN2CCC(Cc3ccccc3)CC2)ccc1[N+](=O)[O-]	-0.9
CCOc1ccc(-n2c(COc3ccccc3)nnc2SCC(N)=O)cc1	-3.3
COc1ccc(S(=O)(=O)n2nc(OCc3cccs3)cc2N)cc1	-0.7
Cc1onc(-c2c(Cl)cccc2Cl)c1C(=O)NCc1cccs1	-2.9

Going on with the list.
SMILES	E coli growth	phage Ecoli inh	Wnt act	CAL PDZ inh	Tat transport	DAGLB inh	PfHsp90 set2	AddAB inh	PvdQ acylase	Rtt109 HAT inh
CCc1ccc(N2C(=O)CN(CC(=O)OC)C2=S)cc1	-4.8	5.4	-1	-0.7	-2	-2	20	-2.1	-12	4
COc1ccc(N(Cc2cc3cc(C)ccc3[nH]c2=O)C(C)=O)cc1	1.3	2.7	0	-0.3	6	2	0	-0.7	-12	-3
O=C(Nc1ccc(F)cc1)c1ccccc1Oc1ccc(C(F)(F)F)cc1[N+](=O)[O-]	1.3	9.1	x	0.0	32	-5	-26	7.1	-6	1
Cc1ccc(N/C=C/C(=O)c2cccs2)cc1	1.9	3.4	3	-1.9	-5	-3	11	0.7	-1	-12
Cc1ccc(S(=O)(=O)N2CCN(C(=O)COc3ccc(-c4nnco4)cc3)CC2)cc1	-1.8	-0.3	-10	-0.7	-6	-1	-36	-1.4	2	8
CCCOc1ccccc1-c1nc2c([nH]1)c(=O)[nH]c(=O)n2C	-1.7	2.1	-3	-2.4	-3	-1	-37	1.3	-26	-8
Cn1c(C(=O)N2CCCC(C(=O)NCCCc3ccccc3)C2)cc2sccc21 (stereo not drawn)	-0.9	-0.1	x	1.7	-2	1	8	0.2	20	5
COc1cc(OC)c(-c2nc3ccccc3s2)cc1OC	0.4	3.6	20	-3.0	-4	-2	-9	0.1	-10	-7
Cc1csc(=N)n1CC(=O)N1CCc2ccccc21	0.0	3.4	4	-0.4	-7	-1	5	4.0	-8	3
O=C(Nc1ccncc1)c1cc(-c2ccccn2)nc2ccc(Br)cc12	-0.8	3.2	-2	-0.9	3	1	x	-0.6	-1	-3
O=C(Cc1n[nH]c(=O)c2ccccc12)Nc1cc(Cl)ccc1-n1cncn1	0.8	1.8	0	-1.1	0	0	5	1.5	-3	-1
CCOCC(=O)Nc1ccc(C(=O)Nc2ccccc2Cl)cc1	1.4	4.2	3	x	x	x	x	1.1	x	x

Some of these compounds in order of their number in CAL PDZ inh, smallest number first.
SMILES	phage Ecoli inh	Wnt act	CAL PDZ inh	Tat transport	DAGLB inh	PvdQ acylase	Rtt109 HAT inh
Cc1ccc(N/C=C/C(=O)c2cccs2)cc1	3.4	3	-1.9	-5	-3	-1	-12
CCc1ccc(N2C(=O)CN(CC(=O)OC)C2=S)cc1	5.4	-1	-0.7	-2	-2	-12	4
Cc1csc(=N)n1CC(=O)N1CCc2ccccc21	3.4	4	-0.4	-7	-1	-8	3

Compound activity from PubChem.
